Pol beta inh = inhibitors of human DNA polymerase beta; Potency, µM (doses to about 114 µM), for the others: at the top dose activity change, negative = inhibition, hits mostly inhibitors; actives 1.3% (n = 340,000); Pol beta primer extension/strand displacement, fluorescence kinetic; P06746; AID 485314; note: % is set by controls: 0 for no effect and ±100 for the full control effect
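Pol beta (10 nM) was preincubated with compound for 15 min at room temperature. The reaction was then started with 50 nM substrate and read immediately and after a further 10 min at room temperature.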
BAZ2B inh = BAZ2B (human) inhibition | Q9UIF8 | AlphaScreen BAZ2B-H3K14Ac peptide displacement | Potency, µM (doses to about 114 µM), for the others: top-dose activity change, negative = inhibition, actives largely listed as inhibitors | actives 4.4% (n = 360,000) | AID 504333; note: % is set by controls: 0 for no effect and ±100 for the full control effect; nearly all actives have a fitted effect of over 60% in size
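Compounds, titrated to a top concentration of 110 uM, were incubated 30 min at room temperature with preformed BAZ2B/acetyl-K14 H3 peptide complex (50 nM each). Proximity signal was measured by AlphaScreen after 20 min with beads.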
POLH inh = blocks human DNA polymerase eta activity | recombinant Pol eta, fluorescent DNA replication assay | Potency, µM (top dose mostly 114 µM), without a hit: top-dose activity change, negative = inhibition, actives largely listed as inhibitors | actives 1.2% (n = 390,000); note: % is set by controls: 0 for no effect and ±100 for the full control effect
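Pol eta at 10 nM preincubated with compounds 15 min at room temperature; reaction started with fluorescent substrate (50 nM final) and read kinetically at 0 and 10 min.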
Pol kappa inh = blocks human DNA polymerase kappa activity; Q9UBT6; purified Pol kappa, fluorescent DNA synthesis assay, 10 min; Potency, µM (doses to about 107 µM), for the others: top-dose activity, negative = inhibition, most hits filed as inhibitors; actives 0.53% (n = 400,000); note: % is set by controls: 0 for no effect and ±100 for the full control effect
Target sequence (Q9UBT6 whole entry, looked up): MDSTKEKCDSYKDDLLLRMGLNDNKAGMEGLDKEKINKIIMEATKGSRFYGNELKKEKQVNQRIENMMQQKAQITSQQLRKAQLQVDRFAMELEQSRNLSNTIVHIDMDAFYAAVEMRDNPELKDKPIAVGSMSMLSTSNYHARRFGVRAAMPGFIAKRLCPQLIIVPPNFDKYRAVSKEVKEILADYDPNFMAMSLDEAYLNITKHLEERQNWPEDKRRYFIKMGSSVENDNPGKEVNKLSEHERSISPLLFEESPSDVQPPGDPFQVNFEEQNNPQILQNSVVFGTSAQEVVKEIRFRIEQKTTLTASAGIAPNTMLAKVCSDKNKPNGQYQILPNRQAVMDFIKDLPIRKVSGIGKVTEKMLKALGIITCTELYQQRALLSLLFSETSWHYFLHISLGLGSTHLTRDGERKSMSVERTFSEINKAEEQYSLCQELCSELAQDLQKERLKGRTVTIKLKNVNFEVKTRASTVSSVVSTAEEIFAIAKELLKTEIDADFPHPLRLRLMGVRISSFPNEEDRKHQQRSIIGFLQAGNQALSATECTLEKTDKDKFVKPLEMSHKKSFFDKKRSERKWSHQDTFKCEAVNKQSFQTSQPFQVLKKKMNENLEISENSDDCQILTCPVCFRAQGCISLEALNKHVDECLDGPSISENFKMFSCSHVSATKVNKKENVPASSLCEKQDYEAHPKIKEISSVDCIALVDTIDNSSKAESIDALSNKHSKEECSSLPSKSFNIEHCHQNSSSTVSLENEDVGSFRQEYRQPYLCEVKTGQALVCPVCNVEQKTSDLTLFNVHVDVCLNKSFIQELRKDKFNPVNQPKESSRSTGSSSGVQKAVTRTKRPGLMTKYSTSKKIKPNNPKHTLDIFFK
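Fluorescent qHTS in 1536-well format: enzyme (10 nM) and compound sat 15 min at room temperature before 50 nM substrate (final) was added. Signal taken at 0 and 10 min; no-enzyme buffer wells were negative controls.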
JMJD2A Tudor = inhibitors of human JMJD2A Tudor domain | AlphaScreen JMJD2A-Tudor / H3K4me3 peptide binding | Potency, µM (series often up to 114 µM), for the others: at the highest dose activity change, negative = inhibition, hits mostly inhibitors | O75164 | actives 4.4% (n = 390,000); note: % is set by controls: 0 for no effect and ±100 for the full control effect; nearly all actives have a fitted effect of over 50% in size
APE1 inh = blocks human APE1 abasic DNA cleavage; P27695; recombinant APE1, TAMRA/BHQ-2 abasic DNA cleavage fluorescence; Potency, µM (series often up to 65.8 µM), for inactives: at the top dose activity change, negative = inhibition, actives largely listed as inhibitors; actives 0.35% (n = 350,000); AID 2517;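 note: plate controls were vehicle for no effect and reference inhibitor for full effect; nearly all actives have a fitted effect of over 55% in size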
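Enzyme (0.75 nM final) and test compound are incubated 15 min at room temperature before adding 50 nM quenched THF abasic-site duplex. Cleavage dequenches TAMRA, followed at 525/598 nm over three reads one minute apart.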
POLI inh = blocks human DNA polymerase iota activity | Pol iota fluorescent replication assay, 10 min | Potency, µM (highest dose often 115 µM), inactives show at the highest dose activity, negative = inhibition, actives largely listed as inhibitors | actives 1% (n = 390,000)
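Pol iota at 10 nM preincubated 15 min with compounds at room temperature; reaction started with fluorescent substrate, 50 nM final. Fluorescence read kinetically at 0 and 10 min; buffer-only wells as negative control.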
G9a block = G9a (human) methyltransferase inhibition. G9a H3K9 monomethylation, AlphaScreen, 2 h. Potency, µM (series often up to 102 µM), for the others: at the highest dose activity, negative = inhibition, hits mostly inhibitors. actives 8.8% (n = 350,000). AID 504332; note: % is set by controls: 0 for no effect and ±100 for the full control effect; nearly all actives have a fitted effect of over 75% in size
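G9a (20 nM) preincubated 15 min RT with compounds, then 500 nM biotinylated H3K9 peptide and 20 uM SAM added; 2 h RT reaction. Monomethyl-H3K9 product detected by AlphaScreen with anti-H3K9me1 antibody, streptavidin donor and anti-rabbit IgG acceptor beads.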
BLM inh = inhibitors of human Bloom syndrome helicase BLM | Potency, µM (series often up to 56.1 µM), without a hit: at the highest dose activity change, negative = inhibition, actives largely listed as inhibitors | actives 0.2% (n = 350,000) | P54132 | recombinant BLM DNA unwinding, fluorescence dequenching | AID 2528;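 note: plate controls were vehicle for no effect and no enzyme for full effect; nearly all actives have a fitted effect of over 35% in size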
An asterisk follows results filed as active; ? = inconclusive; . = no result given; & = joins results of further samples; [ ] = another dose, or the depositor's remark. Calls come from the whole dose curve; as a rule, active = well fitted curve in the direction sought with a large enough effect; inconclusive = small, poorly fitted or top-dose-only effect, or another doubt; inactive = no such curve, though single readings can be large; an effect the other way counts as inactive or inconclusive. Potency is the fitted concentration of half-maximal effect. An excerpt, so the mix of outcomes need not match the whole.

SMILES	Pol beta inh	BAZ2B inh	POLH inh	Pol kappa inh	JMJD2A Tudor	APE1 inh	POLI inh	G9a block	BLM inh
COc1cc(CC(=O)Nc2ccc3nc(SC)sc3c2)cc(OC)c1OC	6%	-18%	-23%	8%	3%	-3%	39%[activator]	-1%[12.7 µM]	-5%
O=C(Cn1c(=O)n(Cc2ccccc2)c(=O)c2oc3ccccc3c21)Nc1ccc(Cl)cc1	3%	-11%	-6%	-13%	-1%	.	27%	-7%[59 µM]	-4%
Cc1cccc(NC(=O)N(Cc2cc3cc(C)ccc3[nH]c2=O)CC2COCCO2)c1 (stereo not given)	-3%	-15%	-1%	-16%	-22%	-3%	97%[activator]	17%[12.7 µM]	-7%
Cc1ccc(OC(C)C(=O)O)cc1C (stereo not given)	8%	11%	-5%	-5%	4%	13%	-10%	-11%[59 µM]	-7%
COc1cccc(C(=O)Nc2cc(S(=O)(=O)N3CCCCC3)ccc2OC)c1	-8%	-12%	-6%	-27%	-6%	-5%	7%	9%	-4%
CC(C)CNC(=O)COC(=O)c1ccccc1OCC(=O)Nc1ccc(Br)cc1	-11%	-6%	-7%	-23%	-2%	7%	13%	6%[59 µM]	4%
c1ccc(C2=Nn3c(nnc3-c3cc(-c4ccccc4)n[nH]3)SC2)cc1	-1%	-37%	?	-19%	-5%	-2%	17%	-29%[12.7 µM]	2%
CCOC(=O)C1=C(C)NC2=C(C1c1ccc([N+](=O)[O-])cc1)S(=O)(=O)c1ccccc12 (stereo not given)	-6%	-30%	-14%	4%	?	0%	3%	?	-9%
COCC(=O)NCc1ccc2c(c1)cc(C)n2C	35%	-32%	-1%	-29%	-18%	5%	111%[activator]	-19%	-8%
COc1ccc(S(=O)(=O)NC2CC(C)(C)NC(C)(C)C2)cc1	0%	1%	-14%	8%	11%	33%	-13%	50%[activator]	1%
O=C(CSc1nnc(COc2ccccc2)n1Cc1ccco1)c1ccc(F)cc1	-26%	?	-15%	-15%	79µM*	-3%	-14%	28µM*	-11%
CCSc1nnc(NS(=O)(=O)c2ccc(C)cc2)s1	37%	0%	-13%	1%	-6%[57.1 µM]	13%	5%	?	1%
COc1cc2c(cc1OC)C(c1cccc(Cl)c1)CC(=O)N2 (stereo not given)	-28%&-1%	-37%&-25%	-18%&-4%	-1%&-11%	3%[57.1 µM]	4%	133%&-14%[activator]	-6%[59 µM]	-2%&-3%
COC(=O)Cn1c2ccc(OC)cc2c2nc(C)sc21	48%	-7%	-2%	-6%	-20%	12%	29%	.	-3%
CC(C)(C)OC(=O)N1CCC(c2c(C(=O)NCc3ccc4c(c3)OCO4)cnn2-c2ccc(F)cc2F)CC1	-26%	5%[57.1 µM]	-18%	-10%	-9%	.	-1%	-8%[59 µM]	-6%

6 entries out of the list above, ordered by the value under POLH inh, falling:
SMILES	Pol beta inh	BAZ2B inh	POLH inh	Pol kappa inh	JMJD2A Tudor	APE1 inh	POLI inh	G9a block	BLM inh
COCC(=O)NCc1ccc2c(c1)cc(C)n2C	35%	-32%	-1%	-29%	-18%	5%	111%[activator]	-19%	-8%
Cc1ccc(OC(C)C(=O)O)cc1C (stereo not given)	8%	11%	-5%	-5%	4%	13%	-10%	-11%[59 µM]	-7%
O=C(Cn1c(=O)n(Cc2ccccc2)c(=O)c2oc3ccccc3c21)Nc1ccc(Cl)cc1	3%	-11%	-6%	-13%	-1%	.	27%	-7%[59 µM]	-4%
CCSc1nnc(NS(=O)(=O)c2ccc(C)cc2)s1	37%	0%	-13%	1%	-6%[57.1 µM]	13%	5%	?	1%
O=C(CSc1nnc(COc2ccccc2)n1Cc1ccco1)c1ccc(F)cc1	-26%	?	-15%	-15%	79µM*	-3%	-14%	28µM*	-11%
COc1cc(CC(=O)Nc2ccc3nc(SC)sc3c2)cc(OC)c1OC	6%	-18%	-23%	8%	3%	-3%	39%[activator]	-1%[12.7 µM]	-5%

Continuation:
SMILES	Pol beta inh	BAZ2B inh	POLH inh	Pol kappa inh	JMJD2A Tudor	APE1 inh	POLI inh	G9a block	BLM inh
Cc1ccc(OCC(=O)c2c(O)c3ccccc3oc2=O)cc1C	7%	?	-19%	-8%	40µM*	-3%	4%	12%[12.7 µM]	2%
COc1cccc(N2CCN(CC(=O)NC(=O)NCc3ccco3)CC2)c1	7.9µM*	-39%	79µM*	?	-25%	?	13µM*	-43%	11µM*
COc1cccc(NS(=O)(=O)c2ccc3c(c2)CC(=O)N3)c1	.	10%	-2%	15%	-8%	16%	62%[activator]	-2%[12.7 µM]	.
O=C(N/N=C/c1ccc(OC(F)F)cc1OC(F)F)c1cccc(S(=O)(=O)N2CCOCC2)c1	4%	-12%	-1%	-13%	-14%	-6%	120%[activator]	16%	-5%
Cc1ccc(OCC(=O)Nc2ccc3c(c2)nc(CCN2CCCCC2)n3C)cc1	?	-9%	-14%	-9%	-13%	11%	60%[activator]	3%	3%
COc1cccc(N/C(N)=N/c2nc(C)cc(=O)[nH]2)c1	-9%	-1%	-20%	-1%	6%	-7%	22%	.	3%
CCOC(=O)N1CCN(C(=O)CSc2nnc(-c3cc(OC)ccc3OC)o2)CC1	22%	-2%	-18%	-4%	-35%[11.4 µM]	2%	-4%	?	5%
COC(=O)c1cc2oc3ccccc3c2n1Cc1ccc(Cl)cc1	12%	14%	.	2%	-15%	.	4%	67%[activator][59 µM]	-6%
CCCOc1ccc(-c2nc(SC)[nH]c(=O)c2C#N)cc1OC	-27%	-14%	-14%	-6%	-17%	.	13%	4%[59 µM]	0%
Cc1ccc2ccc3cc(C(=O)N4CCN(c5ccccc5)CC4)nc3c2[nH]1	0%	-24%[57.1 µM]	-19%	-6%	?	.	-1%	?	-2%
CC(C)(C)[C@]1(O)CCN2C[C@H]3c4ccccc4CCc4cccc(c43)[C@@H]2C1	3%	?	-5%	-10%[60.1 µM]	-15%	1%&-3%	-3%	?	-9%
O=C(NN1CCOCC1)c1cc(S(=O)(=O)Nc2cccc(C(F)(F)F)c2)ccc1Cl	30%[57.1 µM]	4%	-18%	3%	-6%	-3%	14%	-48%	1%
C=CCC[C@@H](Cc1ccc(F)cc1)C(=O)O[C@H](CNC(=O)[C@@H](CC=C)CC(=O)N[C@H](CO)Cc1ccccc1)c1ccccc1	.	.	-12%	14%	-21%	2%	?	.	.
COc1ccc(S(=O)(=O)N2CCOCC2)cc1NC(=O)CN1CCCc2ccccc21	.	.	-27%	-8%	-14%	-12%	14%	.	.
COc1ccc(N2CCOCC2)c(NC(=O)COc2cccc(C)c2C)c1	-28%	-11%	-11%	-6%	-11%	-8%	28%	59%	-2%
COC(=O)N/N=C/c1cn(Cc2ccc(Cl)cc2Cl)c2ccccc12	1%	-5%	-14%	-16%	-19%	-7%	-9%	5%[59 µM]	-6%
O=C(NCc1ccco1)c1ccc(NS(=O)(=O)c2cccc(F)c2)cc1	40%[activator]	-25%	0%	-1%	-12%	12%	11%	23%	0%
COC(=O)[C@]1(CC(C)C)N[C@H](c2ccc(-c3ccc4c(c3)OCO4)cc2)[C@@H]2C(=O)N(C)C(=O)[C@@H]21	.	-9%	3%	7%	-18%	-22%	?	-3%[2.33 µM]	.
NS(=O)(=O)c1cc(C(=O)OCCNC(=O)c2ccccc2)c(Cl)cc1Cl	.	.	-17%	-4%	-7%	.	43%[activator]	.	.
O=C(NCCC1CCCCN1S(=O)(=O)c1cccs1)C(=O)NCc1ccccc1 (stereo not given)	.	-2%	-4%	-10%	6%	32%	15%	-15%	.
Cc1ccc2cc3cc(C(=O)NCCCN4CCCCCC4)oc3nc2c1	-1%	-6%	?	-2%	-13%	1%	?	45µM*	27%
COC(=O)C1C[C@@H]2C3=C(C(=O)[C@@](C)(NC(=O)c4ccccc4)C3[C@H](C(=O)OC)C1)[C@H](C)n1c(=O)n(-c3ccccc3)c(=O)n12 (stereo not given in full)	.	.	.	-4%	-1%	-11%	-20%	.	-11%
O=C(O)c1ccc([N+](=O)[O-])c(CS(=O)(=O)c2ccccc2)c1	-6%	-1%	-8%	-7%	-12%	13%	6%	-4%	0%
COc1ccc2c(c1)OC[C@H]1[C@H]2N2C(=O)CN(Cc3ccc(Cl)cc3)C(=O)[C@@]2(C)[C@H]1c1ccccc1	.	-10%	-11%	3%	-27%	-20%	-9%	10%[0.501 µM]	.
COc1cc2c(cc1OC)C(c1ccccc1[N+](=O)[O-])N(C(C)=O)CC2 (stereo not given)	39%	6%	-17%	-3%	-16%	12%	45%[activator]	-2%[0.501 µM]	1%
COc1ccc(-c2nnc(SCc3cccnc3)o2)cc1	-1%	-5%	-5%	-7%	-4%	21%	9%	7%[59 µM]	5%
CC(C)C(c1nnnn1C1CCCC1)N1CCCCC1 (stereo not given)	14%	15%	-9%	5%	5%	?	-2%	?	-1%
COC(=O)C(C)Sc1nc2c(c(-c3ccc(OC)cc3)c1C#N)-c1ccccc1C2=O (stereo not given)	.	.	2%	-11%	9%	.	28%	.	.
COc1ccc(C(=O)COC(=O)C(CCSC)NC(=O)COc2ccccc2)c(OC)c1 (stereo not given)	-6%	-13%	-8%	-20%	?	-18%	15%	11%[12.7 µM]	-7%
CC(=O)c1ccc(N2C(=O)[C@@H]3C(C(=O)CCN4C(=O)c5ccccc5C4=O)=NN[C@@H]3C2=O)cc1	5%	-23%	-16%	-5%	-9%	1%	-21%	-30%[59 µM]	-1%
O=C(NCc1cccnc1)Nc1ccccc1C(F)(F)F	24%	-5%	-6%	11%	0%	1%	0%	-5%	0%
CC1(C)CC(=O)C(C(C2=C(O)CC(C)(C)CC2=O)c2ccc(O)c([N+](=O)[O-])c2)=C(O)C1	-1%	-32%	?	-8%	-8%	-6%	?	35µM*	-1%
O=c1[nH]nc(N/N=C/c2ccc(Cl)cc2Cl)c(=O)[nH]1	4%	-10%	-35%	-6%	-27%[11.4 µM]	?	35%[activator]	?	1%
CCCC[C@]12Cc3ccccc3[C@H](O1)C1=C(O2)C(=O)c2ccccc2C1=O	15%[22.9 µM]	5%[22.9 µM]	.	.	.	8%[12.4 µM]	.	19%[2.33 µM]	-4%[12.4 µM]
O=C(COc1ccc(/C=N/NC(=O)c2cc3ccccc3o2)cc1Cl)Nc1ccccc1	?	?	?	-3%	-36%	-3%	-19%	?	-7%
Cc1nc(CNC(=O)C2CCC(=O)N(CCc3ccc(Cl)cc3)C2)sc1C (stereo not given)	7%	-13%	-14%	-9%	-5%	5%	67%[activator]	?	1%

Assay outcomes from PubChem.
